Screens deposited in PubChem BioAssay by National Center for Advancing Translational Sciences (NCATS).
KCNH2 3.1 inh – inhibitors of human KCNH2 3.1 potassium channel isoform; U2OS KCNH2 3.1, thallium flux FluxOr; hits give low values; activity change, % (tested at about 1.8 µM); 340,000 tested, 0.95% active; AID 720553;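 active means maximum activity change below -70%; inconclusive means maximum activity change from -70% to -50%; inactive means maximum activity change above -50%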;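 further: thallium influx rate constant from kinetic fluorescence after stimulation buffer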
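FluxOr-based Tl+ influx in U2OS cells transduced with KCNH2 3.1 virus; rate constants normalized to DMSO controls.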
Coupling enz – counter-screen for Giardia aldolase inhibitors: coupling enzyme system; activity change, negative = inhibition, % at 58.2 µM, hits read low; 290,000 tested, 0.67% active; coupling enzyme system counterscreen, AmpLite Red fluorescence; AID 2472; in the data active means activity change below about -30%
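Counterscreen of the coupled detection system alone, without aldolase: glyceraldehyde-3-phosphate coupling enzymes plus AmpLite Red readout. Compounds at 57.5 uM final, 10 min RT preincubation, 20 min RT reaction, fluorescence 525/598 nm.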
uPA generation – blocks generation of uPA at the cell surface; cell surface uPA generation assay, qHTS; Potency, µM (titrated, usually from 38.3 µM), for the others: at the highest dose activity change, negative = inhibition, hits mostly inhibitors; 330,000 tested, 0.31% active; active means well fitted inhibition curve with a large enough effect; inconclusive means small, poorly fitted or top-dose-only effect; inactive means no such curve, though single readings can be large or run the other way; tested in mouse RAW 264.7 cells; further: potency means the concentration at half of the fitted maximal effect; nearly all actives have a fitted effect of over 55% in size
KCNH2 WT inh – inhibitors of human wildtype KCNH2 potassium channel. activity change, % at 1.84 µM. AID 720551. U2OS, BacMam KCNH2, thallium flux FluxOr; hits give low values. Q12809. 340,000 tested, 0.37% active;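 active means maximum activity change below -70%; inconclusive means maximum activity change between -70% and -50%; inactive means maximum activity change above -50%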
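U2OS cells transduced with wild-type KCNH2 virus are loaded with FluxOr dye for 45 min, and thallium flux is measured in kinetic reads before and after stimulation buffer. Rate constants are normalized to DMSO controls.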
Giardia kill – kills Giardia lamblia; AID 540267; activity change, % at 7.66 µM, hits read low; Giardia lamblia trophozoite viability; 340,000 tested, 0.15% active; in the data active means activity change below about -80%; inconclusive means between about -30% and that limit;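 further: parasites exposed to compound for two days anaerobically before the ATP read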
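Media and compound were dispensed first, then trophozoites at 100 cells/well; plates sat 48 hrs at 37 deg C without oxygen before ATP luminescence reagent was added and read after 15-30 min at room temperature.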
Chronic BCR inh – blocks chronic active B-cell receptor signaling; ABC-DLBCL IkBa-CBG/CBR reporter, luminescence ratio, 4 h; Potency, µM (top dose mostly 46.1 µM), for inactives: at the top dose ratio change, negative = lower green/red ratio, actives largely listed as inhibitors; 340,000 tested, 0.05% active; AID 493014; active means well fitted inhibition curve with a large enough effect in the signal ratio, with a control signal flat, not every such curve was filed as active; inconclusive means small, poorly fitted or top-dose-only effect, or effect the other way, or a change in a side signal; the % refers to the signal ratio;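 further: potency means the concentration at half of the fitted maximal effect; plate controls were basal doxycycline-induced cells for no effect and cells given 10 µM MG132 for full effect; MG132 reads +100%, hits lower the ratio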
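Doxycycline induced both beetle luciferases in TMD8 lymphoma cells; IKK-driven degradation limits the IkappaBalpha-fused green signal, while red luminescence normalises for cell number and nonspecific effects. Compounds tested up to 46 uM, 4 hrs.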
USP2a inh – inhibitors of human ubiquitin-specific protease USP2a. 330,000 tested, 0.01% active. Potency, µM (titrated, usually from 38.3 µM), without a hit: at the top dose activity change, negative = inhibition, most hits filed as inhibitors. O75604. USP2 core, Ub-CHOP2 coupled fluorogenic reporter, 485/531;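 further: potency means the concentration at half of the fitted maximal effect; plate controls were DMSO wells for no effect and full inhibition by NEM control for full effect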
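USP2 core (10nM final) preincubated 30min RT with compound in 20mM Tris-HCl pH 8.0, 2mM CaCl2, 2mM beta-mercaptoethanol, 0.05% CHAPS; 25nM Ub-CHOP2 plus 25nM reporter substrate added, fluorescence (Ex485/Em531) read after 60min.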
PKM2 act – PKM2 (human) enzyme activation; Potency, µM (series often up to 57.5 µM), without a hit: at the highest dose activation, hits mostly activators; P14618; purified PKM2, Kinase-Glo ATP luminescence, activation; response scale: 0% is enzyme alone, no compound; AID 1631; 260,000 tested, 0.34% active; further: potency means the concentration at half of the fitted maximal effect; nearly all actives have a fitted effect of over 55% in size
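Kinase-Glo luminescence reports ATP generated from ADP (0.1 mM) and PEP (0.5 mM) by purified hPK-M2 after 1 h at room temperature, pH 7.2 imidazole buffer; intermediate enzyme activity allows detecting inhibitors and activators.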
B2AR arrestin – beta2AR (human) beta-arrestin recruitment activity; P07550; beta-arrestin recruitment to beta2AR, cell-based reporter; Potency, µM (top dose mostly 46.1 µM), for inactives: at the highest dose activation, hits mostly activators; 330,000 tested, 0.02% active; AID 492947;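 further: potency means the concentration at half of the fitted maximal effect; 0% = DMSO controls and full agonism = EC100 isoproterenol or metaproterenol; nearly all actives have a fitted effect of over 65% in size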
Target sequence (P07550 whole entry, looked up): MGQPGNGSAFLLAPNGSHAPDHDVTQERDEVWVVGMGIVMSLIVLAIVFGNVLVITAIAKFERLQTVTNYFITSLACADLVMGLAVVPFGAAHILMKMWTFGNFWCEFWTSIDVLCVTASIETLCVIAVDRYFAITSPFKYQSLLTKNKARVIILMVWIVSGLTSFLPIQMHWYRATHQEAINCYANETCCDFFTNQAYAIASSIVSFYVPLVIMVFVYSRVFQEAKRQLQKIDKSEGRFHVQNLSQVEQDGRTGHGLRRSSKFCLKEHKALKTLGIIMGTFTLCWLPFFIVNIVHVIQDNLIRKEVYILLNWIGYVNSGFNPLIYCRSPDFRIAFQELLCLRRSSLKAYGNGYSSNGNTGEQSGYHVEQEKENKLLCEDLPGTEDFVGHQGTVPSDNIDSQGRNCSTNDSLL
GALK inh – blocks human galactokinase activity; Purified GALK, Kinase-Glo residual ATP luminescence; 270,000 tested, 0.007% active; P51570; Potency, µM (top dose mostly 57.5 µM), for the others: at the highest dose activity change, negative = inhibition, actives largely listed as inhibitors; further: potency means the concentration at half of the fitted maximal effect
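The enzyme phosphorylates galactose (100 uM) using ATP (35 uM); inhibition is detected as higher residual ATP, quantified by bioluminescence after 1 h reaction at room temperature, pH 8.0.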
Eya2 inh – blocks the phosphatase activity of human Eya2 | O00167 | 330,000 tested, 0.006% active | recombinant Eya2, OMFP fluorescence dephosphorylation (OMFP is methylfluorescein phosphate) | AID 488837 | Potency, µM (highest dose often 76.9 µM), for inactives: at the top dose activity, negative = inhibition, most hits filed as inhibitors; further: potency means the concentration at half of the fitted maximal effect
Target sequence (O00167 whole entry, looked up): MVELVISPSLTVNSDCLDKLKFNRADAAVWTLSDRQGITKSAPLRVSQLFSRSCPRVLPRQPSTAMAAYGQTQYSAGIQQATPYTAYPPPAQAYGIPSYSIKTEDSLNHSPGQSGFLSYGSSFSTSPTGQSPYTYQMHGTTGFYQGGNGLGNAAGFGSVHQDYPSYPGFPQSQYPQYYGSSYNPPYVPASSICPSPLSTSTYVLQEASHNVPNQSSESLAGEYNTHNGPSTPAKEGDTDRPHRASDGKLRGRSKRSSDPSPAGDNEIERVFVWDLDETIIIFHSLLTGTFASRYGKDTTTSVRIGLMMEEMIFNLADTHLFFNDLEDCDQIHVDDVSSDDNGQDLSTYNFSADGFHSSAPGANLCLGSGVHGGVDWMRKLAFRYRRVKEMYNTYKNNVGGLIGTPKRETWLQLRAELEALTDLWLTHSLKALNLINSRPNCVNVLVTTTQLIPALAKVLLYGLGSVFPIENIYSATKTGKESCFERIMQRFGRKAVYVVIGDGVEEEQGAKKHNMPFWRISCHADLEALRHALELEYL
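Eya2 (0.2 uM) preincubated 10 min at ambient with compound, then OMFP substrate added at 50 uM; 10 min reaction in 50 mM HEPES pH 7.5, 50 mM NaCl, 5 uM MgCl2, 0.05% BSA, 1 mM DTT. Fluorescence read at Ex 485/Em 525 nm.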
* hit, by the source's call; u = inconclusive; x = no result given. Unless noted, the call rests on the fitted dose curve; in most records, active means well fitted curve in the direction sought with a large enough effect; inconclusive means small, poorly fitted or top-dose-only effect, or another doubt; inactive means no such curve, though single readings can be large; an effect the other way counts as inactive or inconclusive. Unless noted, on the % scale 0 is the no-effect control and ±100 the full control effect.

SMILES	KCNH2 3.1 inh	Coupling enz	uPA generation	KCNH2 WT inh	Giardia kill	Chronic BCR inh	USP2a inh	PKM2 act	B2AR arrestin	GALK inh	Eya2 inh
Cc1ccccc1C1CC(c2ccc(Br)cc2)Nc2nc(N)nn21 (stereo unspecified)	8	3	11%	1	-27	-17%	2%	6%	-0.5%	1%	-9%
S=C(NCc1ccc(Cl)cc1)Nc1ccc(Cl)cc1Cl	-4	1	7%	-5	1	u	5%	-16%	-0.1%	0%	2%
O=C(CSCC(=O)OCC(=O)c1ccc(Br)cc1)Nc1cccc2ccccc12	1	1	0%	-4	5	-11%	-6%	0%	-0.9%	-1%	23%
Cc1cc(C(=O)NNC(=S)Nc2ccccc2)nn1C	-11	1	-3%	12	10	u	1%	-2%	-0.8%	0%	6%
O=C(O)CC/C(=C\c1cc2c(cc1Br)OCO2)c1nc2ccccc2s1	-5	4	-4%	21	11	u	-10%	3%	-0.3%	3%	-26%
O=C(CCN1C(=O)/C(=C/c2ccccc2Cl)SC1=S)NCCc1ccc(O)cc1	4	-2	-15%	-5	-7	-5%	-1%	x	-0.2%	1%	-1%
Cc1ccc(C(=O)NC2CC3CCCC(C2)N3C(=O)NC2CCCCC2)cc1 (stereo unspecified)	x	7	x	x	x	2%	-2%	4%	-0.1%	-2%	-5%
COC(=O)c1ccc(CNCC(=O)Nc2ccc(C(=O)OC)cc2)cc1	2	-4	10%	-4	3	0%	0%	-6%	-0.4%	4%	-15%
Cc1cc(C)cc(OCC(=O)Nc2nonc2NC(=O)COc2cc(C)cc(C)c2)c1	23	1	-2%	9	15	0%	0%	0%	-0.2%	0%	19%
CC1CCCCN1C(=O)CSCC(=O)Nc1nc(-c2cccs2)cs1 (stereo unspecified)	-6	1	-5%	-13	11	0%	1%	-5%	-0.3%	-1%	-5%
Nc1nccnc1C(=O)OCC(=O)C12CC3CC(CC(C3)C1)C2	19	x	2%	-5	-22	-10%	3%	x	0.1%	x	20%
CCOC(=O)/C(C#N)=C/c1cccc(F)c1	0	2	5%	-2	7	17%	-2%	3%	-0.4%	5%	1%
CSc1nc2ccsc2c(=O)n1-c1cccnc1	-3	0	-1%	-11	3	1%	3%	4%	-0.8%	-1%	3%
CCCC(=O)N1CCN(c2ccc(NC(=S)NC(=O)CC)cc2)CC1	14	5	x	-3	-10	-8%	-2%	-3%	-1.3%	4%	-10%
CCc1ccc(S(=O)(=O)Nc2ccc(C)c(NS(C)(=O)=O)c2)cc1	-4	-1	-7%	-10	7	-1%	-1%	-6%	-0.2%	x	-5%
Cc1ccc(CNS(=O)(=O)c2cc3c(cc2C)NC(=O)CO3)cc1	21	-2	-3%	-3	-13	-13%	2%	-1%	0.2%	x	1%
CN(C(=O)c1ccccc1)C1(C)CCS(=O)(=O)C1 (stereo unspecified)	-2	4	3%	1	-10	x	x	3%	x	-2%	x
CCOC(=O)CSc1nnc(-c2cccs2)n1-c1ccccc1	12	4	2%	-4	-18	x	x	-3%	x	0%	x
CCc1nc(SCC(=O)Nc2ccccc2OC)n[nH]1	11	0	2%	2	30	0%	2%	x	0.1%	0%	-18%
Cc1cccc(C(=O)N/N=C/c2ccc[nH]2)c1	-2	-15	-5%	4	-7	u	3%	1%	2.9%	-1%	-9%
N#Cc1nc(-c2ccccc2F)oc1N1CCN(C(=O)c2ccco2)CC1	-1	-2	9%	-30	-3	u	-1%	1%	0.5%	6%	6%
C=CCn1c(SCC(=O)C(C)(C)C)nnc1-c1ccccn1	5	3	12%	0	4	8%	4%	-2%	-0.5%	0%	0%
CN(C)C(CNC(C(=O)Nc1ccc(F)cc1)c1ccccc1)c1ccccc1 (stereo unspecified)	-31	2	-3%	6	-17	-6%	3%	x	0.8%	0%	11%
c1ccc(-n2cnc3cc(NCc4ccco4)ccc32)cc1	2	-1	-15%	8	-11	u	0%	6%	-0.1%	-1%	-29%
FC(F)(F)c1cc(-c2ccccn2)nc2cc(-c3ccccc3)nn12	-3	-1	-1%	-5	-5	3%	0%	-12%	0.4%	-1%	17%
Cc1noc(C)c1CSCC(=O)Nc1nc(-c2ccc(F)c(F)c2)cs1	-5	x	0%	-6	u	u	0%	x	-0.5%	x	-14%
O=[N+]([O-])c1ccccc1/C=N/n1c(C(F)(F)F)n[nH]c1=S	-1	-8	2%	4	5	11%	1%	3%	0.1%	2%	12%
COc1ccc(C(=O)Nc2cccc(NC(=O)c3cccs3)c2)cc1OC	-2	-5	4%	3	5	u	0%	5%	-1.1%	2%	1%
COc1ccccc1CNC(=O)c1ccc2c(c1)OCO2	16	0	3%	0	1	-2%	1%	x	-0.1%	-2%	3%
COCCNC(=O)c1noc2c1CCc1cc(OC)ccc1-2	-4	-2	x	-2	-29	-1%	1%	4%	-0.1%	2%	-5%
COc1ccc(OC)c(/C=N/NC(=O)CCCC(=O)Nc2cccc(Br)c2)c1	3	-22	-9%	-15	2	u	-8%	6%	-0.5%	3%	16%
COc1cc(C=O)ccc1OS(=O)(=O)c1ccc(NC(C)=O)cc1	-4	-6	6%	1	12	-2%	6%	-10%	-1.5%	-1%	-10%
Cc1cccc(CSC2=NCCN2C(=O)c2ccc(Br)o2)c1	9	1	-9%	-11	u	16%	0%	12%	2.7%	0%	12%
COc1cc2c(-c3ccc4cc[nH]c4c3)c(-c3ccsc3)oc(=O)c2cc1OC	-4	x	20%	-8	-16	1%	5%	x	3.0%	x	-1%
CCc1nc2oc3ccccc3c(=O)c2c(=O)n1Cc1ccccc1	-8	1	3%	3	-5	7%	4%	0%	0.4%	-2%	-11%
O=C1CCN(Cc2ccccc2)CCN1[C@H](CO)c1ccccc1	11	4	10%	5	6	-6%	1%	0%	0.4%	x	14%
CCOC(=O)CNC(=O)N1CCCC(C(=O)c2cc(C)c(OC)c(C)c2)C1 (stereo unspecified)	10	3	1%	-6	5	3%	-1%	-1%	7.3%	-1%	-26%
CC(=O)Nc1cccc(/C(C)=N/N2C(C)CCCC2C)c1 (stereo unspecified)	-5	1	7%	9	-5	0%	2%	x	-0.2%	x	11%
Cc1nnsc1C(=O)NNC(=O)c1ccc(C(F)(F)F)cc1	11	6	-4%	0	0	u	0%	4%	-0.2%	1%	18%
CCC1C(=O)C(C)(C)C(=O)OC1c1ccc([N+](=O)[O-])cc1 (stereo unspecified)	-6	-1	5%	-7	17	1%	0%	2%	-1.5%	-4%	-3%
CSc1cccc(CN2CCCC(CNC(=O)c3ccco3)C2)c1 (stereo unspecified)	-6	-2	2%	9	26	-1%	3%	9%	-0.9%	-1%	3%
CC(C)(C)NC(=O)CN(C(=O)CCN1CCCc2ccccc21)C(C)(C)C	2	-1	x	16	-12	3%	2%	-8%	0.1%	-4%	-4%
O=C1C(=O)N(CCN2CCOCC2)C(c2ccc(Cl)cc2)/C1=C(/O)c1ccc(S(=O)(=O)N2CCOCC2)cc1 (stereo unspecified)	-9	10	4%	1	-2	u	1%	-1%	-0.3%	0%	-2%
CCc1noc(C)c1C(=O)Nc1ccccc1C(C)(C)C	-2	0	0%	2	8	1%	-1%	-2%	-0.4%	-1%	2%
CC1CCCCC1NC(=O)CC1Oc2ccccc2NC1=O (stereo unspecified)	-3	10	8%	2	11	6%	-1%	1%	-0.1%	0%	-7%

Reprinted at random: 4 entries already listed, in no set order.
SMILES	KCNH2 3.1 inh	Coupling enz	uPA generation	KCNH2 WT inh	Giardia kill	Chronic BCR inh	USP2a inh	PKM2 act	B2AR arrestin	GALK inh	Eya2 inh
COc1ccc(OC)c(/C=N/NC(=O)CCCC(=O)Nc2cccc(Br)c2)c1	3	-22	-9%	-15	2	u	-8%	6%	-0.5%	3%	16%
Cc1nnsc1C(=O)NNC(=O)c1ccc(C(F)(F)F)cc1	11	6	-4%	0	0	u	0%	4%	-0.2%	1%	18%
COc1cc(C=O)ccc1OS(=O)(=O)c1ccc(NC(C)=O)cc1	-4	-6	6%	1	12	-2%	6%	-10%	-1.5%	-1%	-10%
O=C1CCN(Cc2ccccc2)CCN1[C@H](CO)c1ccccc1	11	4	10%	5	6	-6%	1%	0%	0.4%	x	14%

Continuation.
SMILES	KCNH2 3.1 inh	Coupling enz	uPA generation	KCNH2 WT inh	Giardia kill	Chronic BCR inh	USP2a inh	PKM2 act	B2AR arrestin	GALK inh	Eya2 inh
CCOCC(=O)Nc1nnc(SCCOC)s1	15	1	3%	0	10	0%	1%	-12%	-0.5%	-3%	-23%
COc1ccc(C(=O)O/N=C(/c2ccccc2)c2ccncc2)cc1	5	2	-1%	x	5	u	0%	-1%	0.0%	-1%	-23%
Cc1ccc(CNC(=O)C2CCC(=O)N(CCc3cccc(F)c3)C2)s1 (stereo unspecified)	5	2	-6%	-6	21	5%	-1%	4%	-0.3%	-4%	15%
CCc1ccc2oc(-c3cc(N)ccc3Cl)nc2c1	-9	-2	-2%	8	0	u	-1%	-13%	-0.2%	-5%	-1%
